# High-throughput results (PubChem BioAssay)
# AHR act – human AHR activation. AID 2796. activation, % at 5 µM. actives 2.5% (n = 320,000). P35869. AHR-responsive luciferase reporter cells, luminescence; in the data active = activation above about 47%;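 note: 0% = vehicle wells and 100% = reference agonist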
# MEX-5 binding – C. elegans MEX-5 TCR-2 RNA binding activity; MEX-5/FITC-TCR2 RNA binding, fluorescence polarization; stronger effect = lower value; Q9XUB2; actives 0.38% (n = 300,000); activity score (negative = inhibition of binding), % at 10 µM;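 active = inhibition past about -25% in most replicates, and total fluorescence under double the plate's negative control median, limit read from the data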;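 note: 0% = DMSO and -100% = 5 µM competing unlabeled TCR2 RNA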
# PAFAH1B2 inh – blocks human PAF acetylhydrolase 1b catalytic subunit 2; P68402; AID 492953; actives 1.2% (n = 340,000); recombinant PAFAH1B2, FP-rhodamine activity probe, fluorescence polarization; inhibition, % at 3.39 µM;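 active = inhibition above the mean of all tested compounds plus 3 SD, cut at about 24% in these data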;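 note: 0% = enzyme with DMSO and 100% = wells lacking PAFAH1B2; many of its hits are not listed in these tables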
# MCL1-BIM inh – inhibitors of human MCL1 binding to BIM-BH3 peptide. Q07820. GST-MCL1 / FITC-Bim-BH3 fluorescence polarization. inhibition, % at 10.9 µM. actives 0.68% (n = 320,000);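 active = inhibition above the mean inhibition of all tested compounds plus 3 SD, set per campaign, cut at about 40% in these data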;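 note: 0% = DMSO wells and 100% = unlabeled Bim-BH3 peptide control; higher means more loss of mP so more displacement of Bim peptide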
# PME-1 inh – PME-1 (human) inhibition | Q9Y570 | recombinant PME-1, FP-Rh probe fluorescence polarization | inhibition, % at 5.9 µM | actives 0.53% (n = 320,000);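 active = inhibition above the campaign mean of all compounds plus 3 SD, cut at about 26% in these data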;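 note: competitive labeling of PME-1 active site by serine hydrolase directed probe; 0% = PME-1 with DMSO and 100% = wells lacking PME-1 enzyme; inhibitors block probe labeling so polarization falls and inhibition rises; many of its hits are not listed in these tables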
# BCLXL inh – blocks human Bcl-xL binding to Bim BH3 peptide; GST-Bcl-xL / FITC-Bim BH3 peptide fluorescence polarization; inhibition, % at 10.9 µM; actives 0.7% (n = 320,000); AID 2129;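 active = inhibition above the mean of all tested compounds plus 3 SD, cutoff set per campaign, cut at about 30% in these data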;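 note: 0% = DMSO wells and 100% = unlabeled Bim-BH3 peptide competitor; inhibitors lower millipolarization by displacing the labeled peptide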
# pPAFAH inh – pPAFAH (human) enzyme inhibition | Q13093 | recombinant pPAFAH, FP-rhodamine probe fluorescence polarization | inhibition, % at 3.39 µM | actives 1.5% (n = 330,000) | AID 463082;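 active = inhibition above the mean inhibition across the screen plus 3 SD, cut at about 25% in these data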;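 note: inhibitors block binding of the rhodamine activity-based probe so polarization drops; 0% = enzyme with DMSO and 100% = wells lacking pPAFAH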
# Target sequence (Q13093 whole entry, looked up): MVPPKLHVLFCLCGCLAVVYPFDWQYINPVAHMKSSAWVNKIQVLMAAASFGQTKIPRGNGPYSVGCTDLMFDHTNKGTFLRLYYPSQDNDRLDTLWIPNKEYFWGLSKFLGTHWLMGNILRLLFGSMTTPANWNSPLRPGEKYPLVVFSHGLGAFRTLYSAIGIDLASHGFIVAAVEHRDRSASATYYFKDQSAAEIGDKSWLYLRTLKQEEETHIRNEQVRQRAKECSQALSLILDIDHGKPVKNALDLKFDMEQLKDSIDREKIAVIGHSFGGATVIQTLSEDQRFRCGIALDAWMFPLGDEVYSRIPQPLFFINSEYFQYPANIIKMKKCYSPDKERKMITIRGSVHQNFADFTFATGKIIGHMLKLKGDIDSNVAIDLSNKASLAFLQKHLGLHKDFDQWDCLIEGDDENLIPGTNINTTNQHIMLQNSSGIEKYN
# Fam108B inh – Fam108B inhibition, counter-screen for RBBP9 inhibitors. actives 0.33% (n = 300,000). inhibition, % at 9.51 µM. recombinant Fam108B, FP-Rh probe fluorescence polarization;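 active = inhibition above the screen mean inhibition plus 3 SD, computed separately per campaign, cut at about 18% in these data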;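 note: inhibitors lower polarization as less probe binds the enzyme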
# GLD-1 TGE inh – GLD-1-TGE RNA interaction inhibition (C. elegans); Q17339; purified GLD-1 + fluorescein TGE RNA, fluorescence polarization; inhibition, % at 5.96 µM; actives 0.44% (n = 320,000); AID 2280;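 active = percent inhibition above a per-plate cutoff, the plate mean of test compounds plus 3 SD, cut at about 30% in these data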;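 note: 0% = DMSO wells with GLD-1 and probe and 100% = wells lacking GLD-1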
# Target sequence (Q17339 whole entry, looked up): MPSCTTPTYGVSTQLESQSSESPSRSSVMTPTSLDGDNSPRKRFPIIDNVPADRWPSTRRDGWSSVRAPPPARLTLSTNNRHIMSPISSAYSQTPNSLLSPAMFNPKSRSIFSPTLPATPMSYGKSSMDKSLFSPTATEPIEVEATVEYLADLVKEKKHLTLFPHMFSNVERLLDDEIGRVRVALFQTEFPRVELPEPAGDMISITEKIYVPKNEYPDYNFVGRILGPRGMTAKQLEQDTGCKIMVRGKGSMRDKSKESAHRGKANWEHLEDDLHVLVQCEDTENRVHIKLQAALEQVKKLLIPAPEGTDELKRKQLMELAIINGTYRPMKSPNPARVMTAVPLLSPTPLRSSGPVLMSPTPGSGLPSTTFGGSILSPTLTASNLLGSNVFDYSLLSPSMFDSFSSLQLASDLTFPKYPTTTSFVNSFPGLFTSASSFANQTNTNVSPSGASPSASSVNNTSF
# Starred values were filed as active, the others as inactive; x = not tested or not shown. Not all compounds are listed; rates above refer to the full screens.
no.	smiles	AHR act	MEX-5 binding	PAFAH1B2 inh	MCL1-BIM inh	PME-1 inh	BCLXL inh	pPAFAH inh	Fam108B inh	GLD-1 TGE inh
1	Cc1ccc(NC(=O)CCn2c(=O)c3cccn3c3ccccc32)c(C)c1	-6	1.0	3	0	-5	2	5	-6	1
2	COc1ccc(C2(NC(C)=O)CCN(C(=O)c3ccco3)CC2)cc1	-1	-0.9	2	6	-1	7	5	3	6
3	CC(=O)Nc1ccc(NS(=O)(=O)Cc2ccccc2)cc1	2	-2.0	4	4	-2	5	3	-7	-4
4	CCOc1cc(/C=C2\SC(=O)N(CC(=O)Nc3ccccc3F)C2=O)cc([N+](=O)[O-])c1O	1	-2.0	8	-4	5	6	32*	16	-9
5	Fc1ccc(CNCc2ccco2)cc1	2	-0.7	-2	-4	2	0	1	-3	5
6	COc1ccc(Nc2oc(-c3ccccc3)nc2C#N)cc1	-4	-0.1	3	10	4	5	6	4	2
7	CN1C(=O)c2cccc(NC(=O)CCc3ccccc3)c2C1=O	26	1.9	5	3	-3	3	-1	-2	2
8	C=CCN1CCN(C(=O)c2cc3c(s2)CCCC3)CC1	5	2.5	5	3	3	4	3	1	-3
9	O=C(NCCOc1ccccc1)C1CCC(=O)N(CCc2ccccn2)C1 (stereo unspecified)	-1	0.8	7	4	3	0	1	0	1
10	CCOc1cc(-c2noc(CCC(=O)NCCc3ccccc3)n2)ccc1OC	4	-1.3	2	5	-3	-1	-2	-2	1
11	C[C@]12CCC(=O)C=C1[C@H](O)C[C@@H]1[C@@H]2[C@@H](O)C[C@@]2(C)[C@H]1CC[C@]2(O)C(=O)CO	0	-1.5	0	1	-4	-4	-5	-8	-3
12	Cc1ccc(/C(C#N)=C\c2cn(C)c3ccccc23)cc1	75*	x	x	5	1	8	9	5	7
13	O=C(NCCC(c1ccccc1)c1ccccc1)c1ccc(Br)o1	9	1.9	3	13	-1	6	2	-7	-4
14	CC(=O)/C(=N\Nc1ccccc1)Sc1nncn1C	17	-0.7	7	1	7	4	-1	1	2
15	CCOC(=O)Nc1ccc(C(=O)NCC2CCCO2)cc1 (stereo unspecified)	3	0.0	1	-1	1	3	-1	6	8
16	COc1ccc(Nc2nc(=O)[nH]nc2C)cc1	-4	0.9	2	2	6	4	1	3	0
17	C=C(C)CCC1(C)NC(=O)N(c2ccccc2)N1 (stereo unspecified)	27	2.2	6	-3	-4	13	3	1	7
18	COc1ccc(CNC(=O)c2nnn(Cc3ccc(OC)cc3)c2N)cc1	1	1.4	-5	8	-1	6	1	-3	8
19	Cc1c(CCC(=O)N[C@@H](CC(C)C)C(=O)O)c(=O)oc2cc3oc4c(c3cc12)CCCC4	-1	-6.3	11	2	-1	5	7	-2	4
20	CC(C)(C)C1CCC(=NNC(=S)Nc2cccnc2)CC1 (stereo unspecified)	29	-2.9	8	-7	5	-8	0	5	1
21	CCCCN(CC)C(=O)c1cc2c(=O)n3cccc(C)c3nc2s1	28	-2.6	7	0	8	-3	3	-3	-9
22	O=c1nc2s/c(=C\c3ccco3)c(=O)n2nc1Cc1ccccc1	0	-7.3	12	24	6	12	26*	6	9
23	Oc1ccccc1CN(Cc1ccco1)CC(O)COCc1ccc(Cl)cc1 (stereo unspecified)	-1	0.2	10	3	-2	2	6	-2	4
24	COc1ccc(C(=O)Nc2ccccc2N2CCCC2)cc1	4	-1.3	0	0	-4	1	-1	3	7
25	CCOC(=O)C1C(=O)OC(C)(C)C1C(C)C(=O)c1ccc(OC)cc1 (stereo unspecified)	0	0.9	5	4	-5	5	-1	0	0
26	CCOc1ccc(N(CC(=O)N/N=C/c2cc([N+](=O)[O-])ccc2Cl)S(C)(=O)=O)cc1	3	-2.2	-1	8	5	3	1	1	-2
27	O=[N+]([O-])/C(=C\Nc1ccccc1)S(=O)(=O)c1ccccc1	-1	-0.4	-1	0	5	3	2	-4	2
28	COc1ccccc1-n1c(SCC(=O)Nc2ccc3c(c2)OCO3)nc2c(c1=O)SCC2	7	1.3	5	4	0	7	8	2	3
29	O=C(Cc1c(F)cccc1Cl)Nc1ccc(S(=O)(=O)NCC2CCCO2)cc1 (stereo unspecified)	-4	1.4	4	-17	-3	-2	4	-1	0
30	COc1cccc(/C=C/c2nc(S(=O)(=O)c3ccccc3)c(N(C)C)o2)c1	8	0.3	7	1	7	5	3	5	4
31	CCN(CC)S(=O)(=O)c1cccc(-c2nnc(SCCCC(=O)c3ccccc3)o2)c1	3	2.8	0	-4	2	-1	3	-8	3
32	CC(/C=N/NC(=O)c1cc(-c2ccc3ccccc3c2)n[nH]1)=C\c1ccco1	43	1.9	-10	-14	-12	-8	12	-15	-2
33	COc1ccc(OC)c(NC(=O)c2cccc(C)c2[N+](=O)[O-])c1	13	0.7	-2	-8	4	-2	1	-3	0
34	COc1ccc(CNc2nc(Cl)c(C#N)s2)cc1	5	1.4	5	3	-2	1	3	5	-3
35	CC(CNC(=O)c1ccccc1[N+](=O)[O-])NC(=O)c1ccccc1[N+](=O)[O-] (stereo unspecified)	0	1.4	2	4	-1	2	2	-5	3
36	COc1cccc(Nc2ccc(C(=O)O)cc2[N+](=O)[O-])c1	-2	0.3	5	0	4	10	2	-4	3
37	CCOC(=O)N1CCN(S(=O)(=O)CCNC(=O)c2ccccc2)CC1	0	0.2	5	-4	-4	-2	4	-2	3
38	O=C(Nc1ncnc2c1ncn2C1OC(COC(=O)c2ccccc2)C(F)C1O)c1ccccc1 (stereo unspecified)	1	2.2	4	7	6	3	1	6	11
39	O=C(Nc1nncs1)c1cc2c(s1)CCC2	16	1.3	8	7	-2	4	0	3	6
40	Cc1cc(NC(=O)COc2ccc3oc4ccccc4c3c2)no1	5	-3.9	-1	5	1	6	5	-2	14
41	O=C(NC(Cc1ccc(O)cc1)C(=O)O)/C(=C/c1ccccc1)NC(=O)c1ccccc1 (stereo unspecified)	-2	-1.8	4	0	4	3	0	0	0
42	COc1ccc(Nc2nnc(-c3ccc(O)cc3)c3ccccc23)cc1C(N)=O	47	-0.6	4	5	7	3	4	3	3
43	O=[N+]([O-])c1ccccc1OCCCCN1CCCCC1	1	2.1	-1	4	-5	2	5	-6	0
44	Cc1ccc(NC(=O)CSc2nnc(-c3n[nH]c4ccccc34)n2-c2ccccc2)c(C)c1	0	-1.2	1	1	-5	5	3	-6	4
45	CC(OC(=O)Cn1cc(C(F)(F)F)ccc1=O)C(=O)N(C)c1ccccc1 (stereo unspecified)	1	x	2	x	x	x	-1	x	4
46	O=c1cc(N2CCC3(CC2)OCCO3)[nH]c(=O)n1-c1ccc(Cl)cc1	-1	2.1	5	-5	-4	-5	-4	-1	2
47	COc1ccc(C(=O)NCc2nnc(SCC(=O)NO)n2Cc2ccccc2)cc1	4	-0.5	6	-8	6	-14	-2	-1	-1
48	O=C1/C(=C/c2ccccc2)CSc2sccc21	18	2.2	0	-2	-3	0	8	-1	-5
49	COC(=O)/C=C1\SC(=NC(=O)c2ccc(-c3ccccc3)cc2)NC1=O	2	x	-16	x	x	x	-9	x	1
50	COc1ccc(S(=O)(=O)N2CCCCCC2)cc1C(=O)N(C)Cc1ccc(C)cc1	2	1.8	2	-2	16	2	9	0	-1
51	CCN(C[C@H]1N[C@@](Cc2ccccc2)(C(=O)OC)[C@H]2C(=O)N(Cc3ccccc3)C(=O)[C@@H]12)C(=O)COC	0	x	6	x	x	x	-2	x	1
52	COc1ccc(N2CCN(C(=O)CCCC(=O)c3ccccc3)CC2)cc1	3	-1.1	8	-4	0	-1	1	1	9
53	O=c1[nH]cnc2c1ncn2[C@@H]1O[C@H](COS(=O)(=O)O)[C@@H](O)[C@H]1O	-1	x	0	x	x	x	-2	x	-2
54	CCOCCCn1c(SCC(=O)NC(C)C)nc2ccccc2c1=O	3	-0.7	-1	4	2	1	8	-2	8
55	O=C(CNC(=O)[C@@H]1Cc2ccccc2CN1)NC1CCCCC1	-1	-0.8	-1	1	-6	3	1	-2	3
56	O=C(NC(=S)NC1CCCCC1)c1ccc(F)cc1	6	0.2	1	11	1	-4	-2	1	5
57	CC(C)N1CCC(N2CCN(Cc3ccc(-c4ccccc4Cl)o3)CC2CCO)CC1 (stereo unspecified)	3	-1.0	1	1	-6	2	1	4	-7
58	CC(C)C[C@H]1COCCS(=O)(=O)N1Cc1ccccc1F	2	0.2	1	1	-7	1	-4	0	11
59	Cc1[nH]c(=S)[nH]c(=O)c1CCCO	0	0.6	0	3	-1	2	-1	1	-6
60	COc1ccc(N=C2SC(C(=O)Nc3ccc(F)cc3)CC(=O)N2C)cc1 (stereo unspecified)	0	0.2	-1	0	1	7	3	2	6
61	CN(C)CCC(=O)c1ccc(F)cc1	0	-1.6	-1	3	2	7	2	1	-4
62	CSCc1ccc(C(=O)N2CCC(CCC(=O)N(C)Cc3ccccc3)CC2)o1	-3	4.1	0	4	8	1	10	-2	1
63	COC(=O)CNC(=O)CNC(=O)Nc1ccccc1	1	-1.9	6	-6	-1	4	-7	2	0

# Among those listed so far, these contain a furan ring, fused or not:
no.	smiles	AHR act	MEX-5 binding	PAFAH1B2 inh	MCL1-BIM inh	PME-1 inh	BCLXL inh	pPAFAH inh	Fam108B inh	GLD-1 TGE inh
2	COc1ccc(C2(NC(C)=O)CCN(C(=O)c3ccco3)CC2)cc1	-1	-0.9	2	6	-1	7	5	3	6
5	Fc1ccc(CNCc2ccco2)cc1	2	-0.7	-2	-4	2	0	1	-3	5
13	O=C(NCCC(c1ccccc1)c1ccccc1)c1ccc(Br)o1	9	1.9	3	13	-1	6	2	-7	-4
19	Cc1c(CCC(=O)N[C@@H](CC(C)C)C(=O)O)c(=O)oc2cc3oc4c(c3cc12)CCCC4	-1	-6.3	11	2	-1	5	7	-2	4
22	O=c1nc2s/c(=C\c3ccco3)c(=O)n2nc1Cc1ccccc1	0	-7.3	12	24	6	12	26*	6	9
23	Oc1ccccc1CN(Cc1ccco1)CC(O)COCc1ccc(Cl)cc1 (stereo unspecified)	-1	0.2	10	3	-2	2	6	-2	4
32	CC(/C=N/NC(=O)c1cc(-c2ccc3ccccc3c2)n[nH]1)=C\c1ccco1	43	1.9	-10	-14	-12	-8	12	-15	-2
40	Cc1cc(NC(=O)COc2ccc3oc4ccccc4c3c2)no1	5	-3.9	-1	5	1	6	5	-2	14
57	CC(C)N1CCC(N2CCN(Cc3ccc(-c4ccccc4Cl)o3)CC2CCO)CC1 (stereo unspecified)	3	-1.0	1	1	-6	2	1	4	-7
62	CSCc1ccc(C(=O)N2CCC(CCC(=O)N(C)Cc3ccccc3)CC2)o1	-3	4.1	0	4	8	1	10	-2	1
